Assay outcomes: PubChem BioAssay, The Scripps Research Institute Molecular Screening Center
LYPLA2 inh: counter-screen for PME1 inhibitors: inhibitors of human LYPLA2; O95372; recombinant LYPLA2, FP-Rh probe fluorescence polarization; inhibition, % at 5.9 µM; 0.38% of 320,000 active;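 active = inhibition above the screen-wide mean plus 3 SD, limit set per campaign, cut at about 26% in these data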;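 also: 0% = LYPLA2 with DMSO and 100% = wells lacking LYPLA2 enzyme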
PAFAH2 FP inh: PAFAH2 (human) inhibition; inhibition, % at 3.39 µM; 0.99% of 340,000 active; recombinant PAFAH2, FP-rhodamine activity probe, fluorescence polarization;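 active = inhibition above the mean over all tested compounds plus 3 SD, cut at about 30% in these data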;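 also: inhibitors block probe labeling of enzyme so polarization drops; 0% = enzyme with DMSO and 100% = wells lacking PAFAH2 protein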
EBNA-1 inhibitor: blocks EBNA-1 binding to DNA. 0.34% of 300,000 active. inhibition, % at 14.8 µM. EBNA-1 DNA binding, fluorescence polarization; in the data active = inhibition above about 28%
GSTO1 counter: blocks human GSTO1 in RBBP9 counter-screen; recombinant GSTO1, activity-based probe fluorescence polarization; inhibition, % at 5.96 µM; 1.1% of 300,000 active; AID 1974;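 active = inhibition above the campaign mean inhibition plus 3 SD, cut at about 35% in these data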;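 also: 0% = GSTO1-1 with DMSO and 100% = wells lacking GSTO1-1 enzyme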
PREPL inhibitor: inhibits the human prolyl oligopeptidase-like enzyme | recombinant PREPL, fluorescence polarization activity-based probe | inhibition, % at 5.96 µM | 0.68% of 320,000 active; in the data active = inhibition above about 43%;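 also: 0% = enzyme with DMSO and 100% = wells lacking enzyme; many of its hits are not listed in these tables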
PAD4 inh: blocks human protein arginine deiminase 4 | recombinant PAD4, RCA probe fluorescence polarization | inhibition, % at 6.36 µM | 0.41% of 330,000 active | AID 485272;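 active = percent inhibition above a cutoff equal to the mean of all tested compounds plus 3 SD, cut at about 15% in these data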;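 also: 0% = PAD4 with RCA probe and DMSO and 100% = probe without PAD4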
Target sequence (Q9UM07 whole entry, looked up): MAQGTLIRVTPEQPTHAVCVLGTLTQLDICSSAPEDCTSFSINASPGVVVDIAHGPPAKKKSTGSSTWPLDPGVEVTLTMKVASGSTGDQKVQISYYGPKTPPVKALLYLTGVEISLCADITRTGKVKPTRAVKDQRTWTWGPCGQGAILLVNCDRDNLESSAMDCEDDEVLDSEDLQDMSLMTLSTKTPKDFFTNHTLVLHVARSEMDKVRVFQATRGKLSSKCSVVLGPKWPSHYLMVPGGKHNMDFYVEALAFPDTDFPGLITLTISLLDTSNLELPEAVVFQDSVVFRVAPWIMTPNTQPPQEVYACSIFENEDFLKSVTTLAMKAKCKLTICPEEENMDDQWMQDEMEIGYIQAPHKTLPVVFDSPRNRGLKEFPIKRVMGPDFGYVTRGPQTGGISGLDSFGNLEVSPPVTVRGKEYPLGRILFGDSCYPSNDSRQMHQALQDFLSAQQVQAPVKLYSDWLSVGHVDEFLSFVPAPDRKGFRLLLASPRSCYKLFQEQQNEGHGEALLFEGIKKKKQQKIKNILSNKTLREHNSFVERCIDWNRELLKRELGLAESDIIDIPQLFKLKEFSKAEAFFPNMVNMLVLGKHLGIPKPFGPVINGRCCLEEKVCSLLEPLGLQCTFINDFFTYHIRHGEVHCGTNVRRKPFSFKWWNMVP
LYPLA1 inh: counter-screen for PME1 inhibitors: inhibitors of human LYPLA1. O75608. recombinant LYPLA1, FP-Rh probe fluorescence polarization. inhibition, % at 5.9 µM. 0.16% of 320,000 active;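 active = inhibition above the mean of all tested compounds plus 3 SD, set per campaign, cut at about 14% in these data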;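 also: inhibitors block serine hydrolase probe labeling of LYPLA1 so polarization falls; 0% = enzyme with DMSO and 100% = wells lacking LYPLA1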
Target sequence (O75608 whole entry, looked up): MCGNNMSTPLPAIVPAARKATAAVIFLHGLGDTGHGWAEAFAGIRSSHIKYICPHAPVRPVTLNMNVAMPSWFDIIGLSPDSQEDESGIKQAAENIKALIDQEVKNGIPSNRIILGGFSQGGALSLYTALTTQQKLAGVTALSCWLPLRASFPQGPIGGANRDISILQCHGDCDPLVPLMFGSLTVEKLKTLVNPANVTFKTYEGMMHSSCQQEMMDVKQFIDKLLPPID
PAFAH1B3 inh: blocks human PAF acetylhydrolase 1B catalytic subunit 3; inhibition, % at 3.39 µM; AID 492972; recombinant PAFAH1B3, FP-rhodamine probe, fluorescence polarization; 0.28% of 340,000 active; Q15102;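 active = inhibition above the screen-wide average of all tested compounds plus 3 SD, cut at about 25% in these data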;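 also: 0% = enzyme with DMSO only and 100% = wells lacking PAFAH1B3 protein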
ZTA DNA inh: blocks Epstein-Barr virus ZTA, an EBNA-1 counter-screen; P03206; ZTA-DNA binding, fluorescence polarization; inhibition, % at 11 µM; 0.15% of 320,000 active; AID 2234; in the data active = inhibition above about 33%
Starred values were filed as active, the others as inactive; x = no result given. A portion of the library. The share of hits here may be higher or lower than overall.

SMILES | LYPLA2 inh | PAFAH2 FP inh | EBNA-1 inhibitor | GSTO1 counter | PREPL inhibitor | PAD4 inh | LYPLA1 inh | PAFAH1B3 inh | ZTA DNA inh
O=C(O)C1CCN(S(=O)(=O)c2cccc3nsnc23)CC1 | 1 | -1 | 10 | -2 | 0 | -2 | -2 | 16 | -1
CCCNC(=O)/C=C/C(=O)O | 5 | -4 | 11 | 2 | -4 | 1 | -1 | 2 | 10
CC(C)NC(=O)C(=O)c1cn(C)c2ccccc12 | 13 | -2 | 6 | 7 | 8 | 0 | 2 | 5 | 18
CC[C@@H](C)[C@H](NS(=O)(=O)c1ccc(C)cc1)C(=O)N1CCC(C(=O)NCC(=O)O)CC1 | 13 | 8 | -10 | 3 | -5 | 0 | 4 | 0 | -17
O=C(NC1CCCC1)C1CCN(C(=O)NCc2ccccc2)CC1 | -5 | -1 | 3 | -1 | 0 | 0 | -2 | 8 | -11
COC(CSc1nc(N)c2c3c(sc2n1)CN(C)CC3)OC | 5 | 4 | 0 | 1 | 21 | -2 | 3 | 2 | -7
O=C(COC(=O)CC1CC2CCC1C2)Nc1cccc(S(=O)(=O)NC2=NCCCCC2)c1 (stereo unspecified) | -1 | 29 | 3 | 2 | -1 | 2 | 0 | 5 | -11
O=C(N/N=C/c1ccco1)c1cc2ccccc2o1 | 0 | 1 | 8 | 0 | -5 | 0 | 1 | 0 | -11
CC1CCC/C(=N/Nc2nc3ccccc3s2)C1 (stereo unspecified) | -2 | 0 | 9 | 4 | 4 | -1 | -1 | 8 | 14
Cc1ccc(C(=O)NN(CCC(=O)NC(C)(C)C)C2=NS(=O)(=O)c3ccccc32)cc1 | 2 | 10 | 7 | 7 | 5 | -3 | 2 | 5 | -12
Cc1cccc(NC(=O)CN2C(=O)S/C(=C\c3cccn3-c3cccc(C(=O)O)c3)C2=O)c1 | 67* | 4 | 6 | -13 | 4 | 2 | -5 | 0 | -3
CCc1ccc2c(c1)C1(NN=C(c3cccc4ccccc34)S1)C(=O)N2 (stereo unspecified) | -1 | 11 | -18 | -38 | 15 | -7 | -1 | 8 | 1
COc1cc(/C=C(\NC(C)=O)C(=O)NC(C)(C)CC(C)(C)C)ccc1OC(C)=O | -1 | -5 | 0 | 6 | 16 | 3 | -2 | 7 | -22
O=S(=O)(c1ccc(NC(=S)NCc2cccnc2)cc1)N1CCCCC1 | -2 | -4 | -7 | -4 | 8 | -1 | -4 | 1 | -13
O=C(c1ccc(Br)o1)N1CCC(Cc2ccccc2)CC1 | 3 | -8 | 7 | 2 | 5 | -3 | 2 | 9 | 8
c1ccc(COc2ccc(OCCOCCn3cncn3)cc2)cc1 | 5 | 8 | 10 | 9 | 12 | 0 | -2 | 4 | 1
CC(=O)c1ccc([C@@H]2C[C@]34CN(Cc5cccc(C(F)(F)F)c5)S(=O)(=O)[C@H]3C[C@H]2O4)cc1 | -1 | -3 | 11 | 0 | -88 | 3 | -1 | 8 | -7
CCC(CC)C(=O)Nc1nnc(SCC(=O)NC2CC2)s1 | -5 | 4 | -10 | 3 | 1 | -2 | -1 | 11 | -25
CCOC(=O)/C=C(\C)Nc1cc(C)nn1-c1ccccc1 | 5 | 7 | -4 | -3 | -16 | -3 | -3 | 16 | 13
COc1ccnc(Oc2cc(Cl)cc(Cl)c2)c1C#N | 3 | x | -13 | 5 | -2 | 1 | -3 | x | 5
O=C(CN1C(=O)NC2(CCCC2)C1=O)OCCOc1ccc(F)cc1 | -1 | -6 | 0 | 9 | -1 | -2 | 0 | 6 | 15
O=C(COc1ccc([N+](=O)[O-])cc1)N/N=C/c1cc([N+](=O)[O-])ccc1N1CCOCC1 | 35* | -1 | 3 | 7 | 20 | -1 | 2 | 11 | -3
COc1ccccc1N1CCN(S(=O)(=O)c2c(C)[nH]c(C)c2C(=O)N2CCCC2)CC1 | 4 | -1 | 6 | 4 | 10 | 0 | 0 | 5 | -10
COc1cc(OC)cc(C(=O)NNC(=S)NC(=O)c2cccnc2)c1 | 3 | 5 | -3 | 7 | -6 | -4 | 1 | 1 | -11
CCC(Sc1nc2cc(OC)c(OC)cc2c(=O)n1Cc1ccco1)C(=O)NCCOC (stereo unspecified) | -5 | 8 | 15 | -5 | 8 | 2 | 1 | 9 | -13

Further results.
SMILES | LYPLA2 inh | PAFAH2 FP inh | EBNA-1 inhibitor | GSTO1 counter | PREPL inhibitor | PAD4 inh | LYPLA1 inh | PAFAH1B3 inh | ZTA DNA inh
C=CCNC(=S)NNC(=O)c1ccc(=O)n(Cc2ccccc2)c1 | 6 | x | -3 | 4 | 0 | -3 | -1 | x | -12
Cc1ccc(NC(=S)c2ccc3ccccc3n2)c(C)c1 | 5 | 3 | 0 | -1 | -7 | 8 | 1 | 0 | -5
Cc1ccc(NC(=O)CNc2cc(S(=O)(=O)N3CCOCC3)ccc2N2CCOCC2)cc1S(=O)(=O)N(C)C | x | -4 | x | x | 8 | -2 | x | 5 | x
Cc1ccc(NC(=O)c2ccc3c(c2)C(=O)N(Cc2cccnc2)C3=O)c(C)c1 | 6 | 1 | 0 | 2 | 6 | 1 | 3 | 7 | 5
OCOCCCn1c(C2CCCN2c2nc(-c3ccc(F)cc3)cs2)nc2cc(Cl)c(N3CCCCC3)cc21 (stereo unspecified) | 1 | -2 | 8 | 8 | 18 | 2 | -1 | -2 | 11
CC(=O)N1CCN(C(=O)COc2ccc3oc4c(c3c2)CCCC4)CC1 | -2 | 15 | -6 | 7 | -4 | -2 | 1 | 6 | 6
O=C(COc1ccccc1)N1CCN(c2ccc([N+](=O)[O-])c(N3CCCCC3)c2)CC1 | 5 | 5 | -8 | 3 | 16 | 4 | 12 | 3 | 1
CC(C)c1nnc(NC(=O)C2CCCO2)s1 (stereo unspecified) | 7 | 5 | -2 | 2 | 20 | -4 | 3 | 15 | -28
COC(=O)c1ccc(Nc2cc(C)nc3ccc(C)cc23)cc1 | 0 | 4 | 3 | 10 | 3 | 2 | -1 | 3 | -2
CCN(CC)CCCNC(=O)c1sc2ncn(CC(=O)Nc3ccc(C)c(Cl)c3)c(=O)c2c1C | 38* | 9 | 1 | -4 | 15 | -1 | -3 | 4 | -19
CC(=O)N1c2ccc(S(=O)(=O)NCC3CCC(C(=O)NCc4ccc(C)o4)CC3)cc2CC1C (stereo unspecified) | 0 | 1 | 3 | 2 | 6 | 1 | 2 | 6 | 12
COc1ccc(NC(=O)Cn2c(-c3ccc(OC)cc3)cn(-c3ccc(C)cc3)c2=O)cc1 | 1 | -4 | 6 | -2 | 4 | -7 | -1 | -2 | 21
Nc1nnc(SCc2ccc(F)cc2)n1-c1ccccc1 | 0 | -5 | 3 | 3 | 26 | 2 | 0 | 4 | 0
COC(=O)C1CCN(C(=O)COC(=O)C2CCN(S(=O)(=O)c3ccc4c(c3)OCCO4)CC2)CC1 | 12 | 7 | -4 | 0 | -2 | -4 | -4 | 2 | 8
O=C(Nc1ccccc1Cl)OC1CCCCC1 | 6 | -4 | 3 | 4 | -10 | -8 | 2 | 2 | -8
O=C(NNc1nc2c(F)cccc2s1)c1ccccc1 | 0 | 2 | 10 | 0 | 13 | -1 | 1 | 18 | 7
O=C(O)C(Cc1ccccc1)Nc1ccc([N+](=O)[O-])cc1[N+](=O)[O-] (stereo unspecified) | -7 | 4 | -17 | 10 | 20 | -7 | -2 | 9 | 3
COc1ccc2c(-c3ccccc3)cc(SCC(=O)NC3CCS(=O)(=O)C3)nc2c1 (stereo unspecified) | 2 | 1 | -1 | -7 | 4 | 3 | -4 | 2 | -6
Cc1ccc(NC(=O)CSc2nccn2Cc2ccccc2)cc1C | 4 | -10 | 2 | -5 | -13 | 0 | 0 | 7 | 12
CCSc1ccc2nnc(-c3ccc(F)cc3)n2n1 | -4 | -1 | -4 | -3 | 6 | -1 | -1 | -2 | 6
CS(=O)(=O)Nc1ccc(Oc2ncccn2)cc1 | 8 | -1 | -2 | 6 | -8 | 2 | 0 | 8 | -12
C/C(CC(=O)Nc1ccc(N(C)C)cc1)=N\NC(=O)c1ccccc1O | 3 | 18 | 3 | 2 | 6 | 0 | -2 | 18 | 0
CCOC(=O)N1CCN(CC(=O)c2ccc3c(c2)CCN3C(C)=O)CC1 | 5 | 2 | 8 | -4 | -1 | -7 | 1 | -1 | 4
O=C1CCN(Cc2ccccc2)S(=O)(=O)c2ccc(F)cc21 | -2 | -2 | x | x | -3 | 2 | -1 | 0 | -7
Cc1ccc(-c2cc(C(=O)NC3CCCC3)no2)cc1 | 1 | -2 | 4 | -2 | 0 | 3 | -1 | 6 | 15

Compound profiles, as listed above. Order of values: LYPLA2 inh, PAFAH2 FP inh, EBNA-1 inhibitor, GSTO1 counter, PREPL inhibitor, PAD4 inh, LYPLA1 inh, PAFAH1B3 inh, ZTA DNA inh
CC(=O)c1ccc([C@@H]2C[C@]34CN(Cc5cccc(C(F)(F)F)c5)S(=O)(=O)[C@H]3C[C@H]2O4)cc1 across the screens: -1, -3, 11, 0, -88, 3, -1, 8, -7
Cc1ccc(NC(=O)CNc2cc(S(=O)(=O)N3CCOCC3)ccc2N2CCOCC2)cc1S(=O)(=O)N(C)C across the screens: x, -4, x, x, 8, -2, x, 5, x
O=C(Nc1ccccc1Cl)OC1CCCCC1 across the screens: 6, -4, 3, 4, -10, -8, 2, 2, -8

(next part)
SMILES | LYPLA2 inh | PAFAH2 FP inh | EBNA-1 inhibitor | GSTO1 counter | PREPL inhibitor | PAD4 inh | LYPLA1 inh | PAFAH1B3 inh | ZTA DNA inh
Cc1ccc2nc(Cl)c(/C=N/Nc3nc(C)cc(C)n3)c(=O)n2c1 | 7 | 0 | 6 | 24 | 12 | 7 | 2 | 2 | -10
COc1ccc(CNC(=O)c2cccnc2SC)cc1OC | -5 | 2 | 13 | 2 | 8 | 0 | -1 | 13 | 10
COc1ccc(S(=O)(=O)NCC2CCCN(CC(C)(C)C)C2)cc1 (stereo unspecified) | 8 | 3 | -15 | -4 | 5 | -4 | 1 | 6 | -4
CNC(=O)COC(=O)c1cc(F)c(F)cc1Cl | 9 | -3 | -2 | -2 | 13 | 2 | 3 | 1 | -21
O=C(Nc1ccc([N+](=O)[O-])cc1)Nc1ccc(Cl)cc1F | 1 | -33 | 8 | -9 | 5 | 3 | -6 | -10 | -8
O=C(NCc1n[nH]c(=S)n1-c1ccccc1)c1cccs1 | -4 | -6 | -5 | -1 | -6 | 2 | -2 | 1 | -6
COc1cccc(C(C(=O)NC2CCCC2)N(C(=O)c2ccco2)c2ccc(C(C)=O)cc2)c1OC (stereo unspecified) | -2 | -11 | 2 | 5 | 14 | -2 | -2 | 3 | 1
O=C(NC1(C(F)(F)F)NC(=O)N(c2ccccc2)C1=O)c1cccs1 (stereo unspecified) | -1 | 3 | -10 | 7 | 8 | -5 | -5 | 0 | -17
Cc1cccn2c(=O)cc(COC(=O)C(C)Oc3ccccc3)nc12 (stereo unspecified) | x | 6 | x | x | -3 | -1 | x | -1 | x
S=C1NC(c2ccccc2)N2C(=S)NC(c3ccccc3)N12 (stereo unspecified) | 2 | 9 | 9 | 4 | -6 | 1 | -1 | 0 | -3
COCCN(C(=O)CSc1nn(-c2ccc(F)cc2)c(=S)s1)c1c(N)n(CC(C)C)c(=O)[nH]c1=O | 3 | 6 | -11 | 10 | -8 | -6 | 5 | 8 | -11
Cc1cccc(CS(=O)(=O)Cc2ccc(C(=O)NC3CCCCCC3)o2)c1 | 4 | 9 | 7 | -1 | 8 | 2 | 1 | 8 | 11
CN(NC(=O)c1ccc(Cl)cc1Cl)C1=NS(=O)(=O)c2ccccc21 | 0 | -3 | 5 | 4 | -7 | 0 | -2 | -3 | 0
O=C(NCc1ccccc1F)C(=O)NCC1CCCN1S(=O)(=O)c1ccccc1 (stereo unspecified) | -2 | -2 | -1 | 3 | 1 | -3 | -1 | 0 | 2
CCC(C)NC(=O)C1CCN(S(=O)(=O)c2ccc3c(c2)CC(C)N3C(C)=O)CC1 (stereo unspecified) | 4 | 0 | -3 | 3 | -1 | -1 | 5 | -7 | 4
